From PubChem BioAssay
HCMV antiviral: human cytomegalovirus inhibition; HFF cells, HCMV-luciferase reporter, 72 h; hits give low values; activity change, negative = inhibition, % at 57.5 µM; 410,000 compounds, 4.5% hits; AID 1259415; in the data active = activity change below about -60%; inconclusive = no clear call, values can overlap the other calls; inactive = above about -39%
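Human foreskin fibroblasts infected with luciferase-reporter HCMV at MOI 1 PFU/cell, compounds at two doses. Luciferase measured 72 h post infection; normalized to buffer-only basal and Salinomycin (10uM) controls.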
HCV inhibitor: HCV inhibition; Potency, µM (top dose mostly 41.8 µM), inactives show at the top dose activity change, negative = inhibition, actives largely listed as inhibitors; AID 651820; 340,000 compounds, 3.4% hits; Huh7.5.1 HCVcc-Cre infection, luciferase reporter, 44 h; also: potency is read from the fitted curve at half-maximal effect
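Seed cells (1,000/well) for 4 h; treat with compound and infect with HCVcc-Cre, moi about 0.5. Incubate 44 h, then detect luciferase activity.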
Sm TGR block: inhibitors of Schistosoma mansoni thioredoxin glutathione reductase; Q962Y6; purified TGR, DTNB reduction, TNB absorbance 405 nm; Potency, µM (doses to about 114 µM), inactives show at the top dose activity change, negative = inhibition, usual class: inhibitors; 360,000 compounds, 3% hits; AID 485364; also: potency is read from the fitted curve at half-maximal effect; nearly all actives have a fitted effect of over 60% in size
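First, TGR (20 nM dispensed) and NADPH were mixed with compound. Second, a 15 min room-temperature incubation followed. Third, further NADPH and then DTNB were added to start the reaction. Finally, TNB absorbance was monitored kinetically.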
AmpC inh detg: blocks E. coli AmpC beta-lactamase in detergent assay. P00811. AmpC hydrolysis of nitrocefin, absorbance 480 nm, 0.01% Triton. Potency, µM (highest dose often 114 µM), for the others: at the highest dose activity change, negative = inhibition, hits mostly inhibitors. 370,000 compounds, 0.041% hits. AID 485294;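 also: potency is read from the fitted curve at half-maximal effect; 0% = no-compound wells and -100% = no-enzyme wells; nearly all actives have a fitted effect of over 25% in size; some results filed as inactive show a strong effect at the top dose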
Target sequence (P00811 whole entry, looked up): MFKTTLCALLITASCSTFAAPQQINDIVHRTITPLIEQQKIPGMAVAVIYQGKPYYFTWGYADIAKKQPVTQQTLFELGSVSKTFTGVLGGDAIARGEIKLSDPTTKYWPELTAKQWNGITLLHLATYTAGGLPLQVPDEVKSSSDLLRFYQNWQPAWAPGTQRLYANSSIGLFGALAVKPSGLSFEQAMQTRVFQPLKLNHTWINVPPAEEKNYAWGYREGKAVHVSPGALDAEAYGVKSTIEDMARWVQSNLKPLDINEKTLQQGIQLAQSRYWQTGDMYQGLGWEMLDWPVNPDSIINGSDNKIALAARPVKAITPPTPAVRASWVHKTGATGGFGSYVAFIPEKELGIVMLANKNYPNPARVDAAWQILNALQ
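AmpC (5.3 nM in the dispensed reagent) in 20 mM phosphate pH 7.0 with 0.01% (detergent screen) or 0.0001% Triton X-100 was preincubated with compounds for 15 min at room temperature. Nitrocefin was then added from an 800 uM solution, and hydrolysis was followed at 480 nm.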
FBPA Giardia inh: inhibitors of Giardia lamblia fructose-1,6-bisphosphate aldolase | A8B2U2 | purified Giardia FBPA | Potency, µM (titrated, usually from 59.6 µM), for the others: at the top dose activity, negative = inhibition, most hits filed as inhibitors | 290,000 compounds, 0.71% hits; also: potency is read from the fitted curve at half-maximal effect; nearly all actives have a fitted effect of over 55% in size
Target sequence (A8B2U2 whole entry, looked up): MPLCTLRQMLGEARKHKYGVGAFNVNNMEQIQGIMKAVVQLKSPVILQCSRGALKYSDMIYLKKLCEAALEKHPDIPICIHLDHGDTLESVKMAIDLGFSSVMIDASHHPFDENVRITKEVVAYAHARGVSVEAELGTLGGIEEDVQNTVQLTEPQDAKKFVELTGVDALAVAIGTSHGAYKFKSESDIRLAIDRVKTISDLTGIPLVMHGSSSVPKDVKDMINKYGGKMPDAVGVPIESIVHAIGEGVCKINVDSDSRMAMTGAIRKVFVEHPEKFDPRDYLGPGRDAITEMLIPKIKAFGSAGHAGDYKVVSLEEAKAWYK
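Giardia FBPA (40 nM reagent) was preincubated 10 min at RT with compound (up to 57.5 uM final), then substrate plus GAPDH/TPI/NAD/arsenate coupling system with diaphorase/resazurin was added; resorufin fluorescence (525/598 nm) was read after 20 min.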
AMA1 RON2 block: AMA1-RON2 (P. falciparum) interaction inhibition. AID 720542. 360,000 compounds, 0.2% hits. Potency, µM (highest dose often 58.2 µM), for inactives: at the top dose activity change, negative = inhibition, hits mostly inhibitors. AlphaScreen AMA1-biotinylated RON2 peptide binding;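 also: potency is read from the fitted curve at half-maximal effect; 0% = vehicle wells and -100% = peptide control; nearly all actives have a fitted effect of over 45% in size; some results filed as inactive show a strong effect at the top dose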
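AMA1 (3D7) with his tag at 25 nM final met compounds first, then biotinylated RON2 peptide at 25 nM; detection used donor plus acceptor beads, 10 µg/mL apiece, read by AlphaScreen after 30 min at room temperature.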
An asterisk follows results filed as active; ? = inconclusive; . = no result given; & = joins results of further samples; [ ] = dose if it differs, or a comment. Unless noted, calls follow the shape of the dose curve; as a rule, active = well fitted curve in the direction sought with a large enough effect; inconclusive = small, poorly fitted or top-dose-only effect, or another doubt; inactive = no such curve, though single readings can be large; an effect the other way counts as inactive or inconclusive. Unless noted, % is scaled to controls: 0 for no effect and ±100 for the full control effect.

nr	compound	HCMV antiviral	HCV inhibitor	Sm TGR block	AmpC inh detg	FBPA Giardia inh	AMA1 RON2 block
1	COc1ccc(NC(=O)c2ccc3c(c2)C(=O)N(CC2CCCO2)C3=O)cc1O (stereo not given)	-1	10%	-1%	?	-9%	-17%
2	O=C(CSCc1ccc(Br)cc1)N=Nc1c(O)[nH]c2ccccc12	?	-2%	4%	-13%	-3%	76%[activator]
3	Cc1cc(NC(=O)c2c(C)noc2C)no1	29	9%	2%	-5%	4%	4%
4	O=S(=O)(CCc1nc2ccccc2s1)c1ccc(Cl)cc1	-10	20%	-16%	0%	-2%	-11%
5	Cc1cccc(NC(=O)C(C)Sc2nc3nc(C)cc(C)n3n2)c1 (stereo not given)	?	-2%	.	.	.	15%
6	COc1ccc(C(O)c2nccc3cc(OC)c(OC)cc23)cc1OC (stereo not given)	-24	?	-2%	9%	?	19%
7	CCn1cc(C(=O)N(C)c2ccc(OC)cc2)c2cc(OC)c(OC)cc2c1=O	-19	-14%	9%	-3%	2%	15%
8	O=C(Nc1ccc(Oc2ccsc2C(=O)O)cc1)c1ccccc1	-10	17%	-5%	2%	5%	-2%
9	Cc1ccc(S(=O)(=O)N2CC(O)CC2C(=O)NCc2ccc3c(c2)OCO3)cc1 (stereo not given)	-20	-19%	-15%	-4%	1%	5%
10	CN(C)C(=O)c1nnc(Cc2ccc(Cl)cc2)o1	-10	5%	-12%	?	-1%	5%
11	CN(C)C(CNC(=O)c1cc(S(=O)(=O)N(C)c2ccccc2)ccc1Cl)c1ccccc1 (stereo not given)	?	7.1µM*	-12%	-6%	2%	-27%
12	COc1ccc(NC(=O)CCc2c(C)nc3nc(CNC(=O)OC(C)(C)C)nn3c2C)cc1OC	1	.	0%	9%	.	.
13	C[C@H](CO)N1C[C@H](C)[C@@H](CN(C)C(=O)NC2CCCCC2)Oc2c(cccc2N(C)C)C1=O	-3	24%	.	.	.	0%
14	CCO[C@@H]1OC(C(=O)NC2CC2)=C[C@H](c2coc3ccccc3c2=O)[C@H]1CCCO	-37	14%	.	.	.	-2%
15	O=C(c1cc2nc(-c3ccc(F)cc3)cc(C(F)(F)F)n2n1)N1CCCC1	.	.	12%	2%	0%	.
16	O=C(NCCC1=CCCCC1)c1cc(S(=O)(=O)N2CCOCC2)ccc1F	-18	?	-17%	-12%	.	-11%
17	Cc1cccc(OCCCC(=O)NCC(=O)Nc2cccc(C)c2C)c1	-30	-12%	4%	8%	-6%	0%
18	COC(=O)c1cc2sccc2n1CC(=O)Nc1ccc(OC)c(OC)c1OC	52	?	2%	1%	3%	-9%
19	COc1ccc(NC(=O)Cn2c(CCC(=O)O)ccc2-c2ccc(C)cc2)cc1	-36	8%	-3%	-1%	15%	-5%
20	O=C(Nc1ccc(-c2nnn(CC(=O)N3CCN(C(=O)c4ccco4)CC3)n2)cc1)c1ccc(F)cc1	-14	10µM*	20%	3%	-2%	-1%
21	O=C(N/N=C/C=C/c1ccc(Br)cc1)C(O)c1ccccc1 (stereo not given)	4	8%	-1%	-7%	1%	12%
22	CC(C)NC(=O)COC(=O)c1cccc(NS(=O)(=O)/C=C/c2ccccc2)c1	-30	-2%	-8%	?	9%	8%[11.6 µM]
23	Oc1cc(O)c2c(c1)OC(c1ccc(O)c(O)c1)C(O)C2 (stereo not given)	15	12%	-31%	0%	10µM*	-12%
24	CCN1CCN(c2ccc(NC(=O)c3cccc(OCc4ccccc4)c3)cc2)CC1	-15	4.5µM*	0%	0%	-1%	-27%
25	Cc1ccc(NC(=O)/C(=C\c2ccccc2)NC(=O)/C=C/c2ccccc2)cc1	-10	9%	0%	-8%	1%	8%
26	N#C/C(=C\c1ccc(O)c(O)c1)C(=O)Nc1cccc2ncccc12	10	-5%	?	-13%	?	-13%
27	C=CCc1cc(OC)ccc1OCCOCCN1CCc2ccccc2C1	-39	-19%	-3%	6%	?	?
28	CCN(CC)S(=O)(=O)c1ccc2c(c1)nc(CCC(=O)OCC(=O)Nc1cc(Cl)cc(Cl)c1)n2C	13	-3%	-2%	-1%	8%	-11%
29	CCOc1ccccc1NC(=O)C(CC(C)C)NC(=O)C1CCCCC1 (stereo not given)	58	8%	5%	5%	0%	2%
30	CC1CN(CC(O)COc2ccc(C(C)C)cc2)CC(C)O1 (stereo not given)	28	?	-30%	-13%	-10%	1%
31	CC(=O)c1c(-c2ccccc2)c2cc(Cl)ccc2n(C)c1=O	?	?	2%	-11%	3%	4%
32	N#CCn1nnc(-c2ccc3c(c2)OCO3)n1	-13	-3%	-18%	?	1%	49%[activator]
33	O=C(c1cccn(Cc2ccc(C(F)(F)F)cc2)c1=O)N1CCOCC1	-9	5%	1%	-8%	3%	-3%
34	O=c1[nH]n(CC2COC3(CCCCC3)O2)c(=O)c2ccccc12 (stereo not given)	218	11%	-1%	-18%	1%	3%
35	Cc1nn(-c2ccccc2)c(OC(=O)c2ccc(Br)cc2)c1S(=O)(=O)c1ccccc1	1	.	?	2%	.	.
36	CCOC(=O)c1cnc2c(OC)cccc2c1Nc1cccc(O)c1	?	.	-12%	13%	.	.
37	N#Cc1c(NC(=O)c2cc(-n3cnnc3)ccc2Cl)sc2c1CCCC2	1	?	-26%	-1%	-4%	-4%
38	COC(=O)C1=C(c2ccc(F)cc2OCc2ccccc2)C[C@@H]2CC[C@H]1N2C(=O)NC1Cc2ccccc2C1	-8	11µM*	-6%	-5%	.	-4%
39	O=C(O)CCC(=O)NNc1nc2ccccc2nc1-c1ccccc1	-8	-6%	-1%	2%	-23%	23%
40	Cc1ccc(NC(=O)C2CCN(c3ncccn3)CC2)cc1F	-25	.	3%	-7%	.	.
41	COc1cc(OC)cc(C(=O)NNC(=O)C2CCCC2)c1	14	-2%	-9%	-3%	1%	20%
42	COc1ccc(S(=O)(=O)n2cccc2)cc1	-5	8%	.	.	.	6%
43	CC(C)Nc1nc2n(c(=O)n1)CCN2C(C)C	-2	15%	0%	?	2%	-15%
44	COc1ccccc1NC(=O)N1CCC(c2nnc(SCC(N)=O)n2C)CC1	10	10%	5%	-2%	0%	-12%
45	O=C(Nc1cnn(Cc2ccc(F)cc2)c1)c1cnccn1	-8	-2%	0%	-13%	-1%	5%
46	O=S1(=O)CCN(Cc2ccc(Cl)cc2)CC1	26	1%	3%	-7%	7%	-9%
47	CCc1ccc(OCC(=O)N2c3ccccc3CCc3ccccc32)cc1	-3	-10%	5%	0%	1%	10%
48	Cc1ccc(C(=O)NCCc2cc3ccc(C)c(C)c3[nH]c2=O)cc1[N+](=O)[O-]	14	3%	-2%	-8%	10%	-11%
49	COc1ccc(OC)c(CCNC(=O)CN2C(=O)COc3ccc(S(=O)(=O)N4CCC(C)CC4)cc32)c1	-26	.	4%	4%	.	.
50	CC(C)NC(=O)c1ccc(N2CCOCC2)nc1	59	9%	4%	-1%	-30%	4%
51	Cc1ccc(S(=O)(=O)C2(C(=O)N(C)C3CCCCC3)CC2)cc1	-35	-5%	14%	-1%	2%	9%
52	Cc1cc(Br)c(S(=O)(=O)n2nnc3ccccc32)cc1C	-12	19%	-3%	1%	15%	10%
53	COc1ccc(CCNC(=O)c2ccc3c(c2)OCO3)cc1	-14	2%	-1%	?	1%	5%
54	Cc1ccc(/C=C/C(=O)Nc2nn[nH]n2)o1	-29	4%	20µM*	-7%	?	-15%
55	CCc1nc(Nc2ccc(OC)c(OC)c2)c2nnn(Cc3ccccc3Cl)c2n1	?	?	-14%	1%	0%	1%
56	CCOC(=O)COc1cnc2ccccc2n1	28	17%	28%	2%	1%	3%
57	Cn1c(C(=O)NCC2CCCO2)cc2oc3ccccc3c21 (stereo not given)	33	?	5%	-11%	-7%	0%
58	Cc1ccc(S(=O)(=O)NC(=O)Nc2ncc3c(n2)CC(c2ccco2)CC3=O)cc1 (stereo not given)	-26	5%&3%	-35%	6%	-11%	-12%
59	COc1ccc(NC(=O)CSC2=NN3CCCC(=O)N=C3S2)c(OC)c1	-24	-7%	0%	5%	3%	0%
60	O=C(CCNC(=O)c1ccccc1Cl)NCC12CC3CC(CC(C3)C1)C2	-40	1%	3%	-8%	3%	1%

Overlap with the part before: 5 compounds; new compounds follow.
nr	compound	HCMV antiviral	HCV inhibitor	Sm TGR block	AmpC inh detg	FBPA Giardia inh	AMA1 RON2 block
56	CCOC(=O)COc1cnc2ccccc2n1	28	17%	28%	2%	1%	3%
57	Cn1c(C(=O)NCC2CCCO2)cc2oc3ccccc3c21 (stereo not given)	33	?	5%	-11%	-7%	0%
58	Cc1ccc(S(=O)(=O)NC(=O)Nc2ncc3c(n2)CC(c2ccco2)CC3=O)cc1 (stereo not given)	-26	5%&3%	-35%	6%	-11%	-12%
59	COc1ccc(NC(=O)CSC2=NN3CCCC(=O)N=C3S2)c(OC)c1	-24	-7%	0%	5%	3%	0%
60	O=C(CCNC(=O)c1ccccc1Cl)NCC12CC3CC(CC(C3)C1)C2	-40	1%	3%	-8%	3%	1%
61	CCCCNC(=O)C1(NC(=O)Nc2ccc(C)cc2)CCCCC1	36	5%	3%	-12%	14%	20%
62	Cc1cc(=O)nc2c3ccccc3n(CC(=O)Nc3ccccc3Br)n12	19	?	-3%	2%	5%	-15%
63	CC(=O)c1cnc2cc(C)nn2c1C	51	1%	3%	1%	0%	-4%
64	CC(C)CSc1ccc(S(=O)(=O)NCC(=O)O)cc1[N+](=O)[O-]	-9	3%	-2%	2%	14%	0%
65	COc1ccccc1NC(=O)CN1CCN(CC(=O)Nc2ccc(S(N)(=O)=O)cc2)CC1	-64*	-25%	-31%	-4%	-12%	14%
66	c1ccc2nc(-c3nc4ccccc4o3)ccc2c1	20	-7%	-6%	-2%	-11%	18%

Among those listed so far, these have two or more sulfur atoms:
nr	compound	HCMV antiviral	HCV inhibitor	Sm TGR block	AmpC inh detg	FBPA Giardia inh	AMA1 RON2 block
4	O=S(=O)(CCc1nc2ccccc2s1)c1ccc(Cl)cc1	-10	20%	-16%	0%	-2%	-11%
59	COc1ccc(NC(=O)CSC2=NN3CCCC(=O)N=C3S2)c(OC)c1	-24	-7%	0%	5%	3%	0%
64	CC(C)CSc1ccc(S(=O)(=O)NCC(=O)O)cc1[N+](=O)[O-]	-9	3%	-2%	2%	14%	0%
